ERK EGF inh: blocks ERK signaling stimulated by EGF. HEK293-V1b, EGF-stimulated phospho-ERK AlphaScreen. Potency, µM (highest dose often 11.5 µM), for the others: at the top dose activity change, negative = inhibition, most hits filed as inhibitors. 0.41% of 130,000 active; active means well fitted inhibition curve with a large enough effect; inconclusive means small, poorly fitted or top-dose-only effect, or effect the other way;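 further: plate controls were stimulated vehicle wells for no effect and unstimulated vehicle basal for full effect; nearly all actives have a fitted effect of over 55% in size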
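EGF-stimulated (25 nM, 5 min) phospho-ERK in HEK293 cells stably expressing V1b, cells pretreated 30 min with compound at 37C. Homogeneous AlphaScreen read on lysates.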
Numbers without * were called inactive; ? = inconclusive; & = joins results of further samples; [ ] = remark or other dose. Potency means the concentration at half of the fitted maximal effect. An excerpt; count on the stated rates, not on these rows.

The opening 7 records, to show the layout:
ERK EGF inh	molecule
1%	Cc1cc(C)c2nc(NC(=O)[C@@H](NC(=O)c3cccc(S(=O)(=O)N4CCOCC4)c3)C(C)C)sc2c1
-6%	O=C(Nc1nc(-c2cccnc2)cs1)c1cccc([N+](=O)[O-])c1
-4%	COc1ccccc1C(=O)NNC(=O)c1ccc(NC(=O)C(C)C)cc1
0%	COCCn1c(=O)c(CCc2ccccc2)nc2cnc(Oc3cccc(Cl)c3)nc21
5%	CCOc1cc(/C=N/NC(=O)C(=O)NCc2cccnc2)ccc1O
2%[57.5 µM]	O=c1c(Cl)c(NS(=O)(=O)c2ccccc2)cnn1-c1ccccc1
?	O=C1C2C(c3ccccc3)=NN(c3ccccc3)C2C(=O)N1c1ccccc1 (stereo not drawn)

The listing, repeating the preview:
ERK EGF inh	molecule
1%	Cc1cc(C)c2nc(NC(=O)[C@@H](NC(=O)c3cccc(S(=O)(=O)N4CCOCC4)c3)C(C)C)sc2c1
-6%	O=C(Nc1nc(-c2cccnc2)cs1)c1cccc([N+](=O)[O-])c1
-4%	COc1ccccc1C(=O)NNC(=O)c1ccc(NC(=O)C(C)C)cc1
0%	COCCn1c(=O)c(CCc2ccccc2)nc2cnc(Oc3cccc(Cl)c3)nc21
5%	CCOc1cc(/C=N/NC(=O)C(=O)NCc2cccnc2)ccc1O
2%[57.5 µM]	O=c1c(Cl)c(NS(=O)(=O)c2ccccc2)cnn1-c1ccccc1
?	O=C1C2C(c3ccccc3)=NN(c3ccccc3)C2C(=O)N1c1ccccc1 (stereo not drawn)
5%	O=C(Nc1ccc(Cl)c(Cl)c1)C1CC(=O)N(c2ccc(Br)cc2)C1 (stereo not drawn)
-4%	CN(C(=O)COc1ccccc1C(=O)NCCc1ccccc1)c1ccccc1
-7%	COc1ccc(/C(N)=N/OC(=O)CCCc2ccccc2)cc1
?	CCN(CC)CCOC(=O)C1(C2CCCCC2)CCCCC1
-13%[57.5 µM]	O=C(NNc1ncnc2sccc12)c1ccc(Cl)cc1
-1%[57.5 µM]	CN(C)Cc1cc(C(C)(C)C)cc(C(C)(C)C)c1O
6%	C=CCn1c(SCc2cccc(F)c2)nc2cc(C(=O)N3CCC(C(N)=O)CC3)ccc2c1=O
-6%	CC(C)(C)OC(=O)NNC(=S)NC1CCCCC1
-2%[57.5 µM]	Cc1c(CC(=O)O)c(=O)oc2cc3oc4c(c3cc12)CCCC4
-9%[57.5 µM]	NC(=O)C1=C[C@H](c2ccc(C(F)(F)F)cc2)C[C@H](OCc2ccc(CO)cc2)O1
-7%	Cc1occc1-c1n[nH]c(=S)n1CC(C)C
12%	CC(C)C1CC(CCN)(Cc2ccccc2)CCO1 (stereo not drawn)
-15%[57.5 µM]	O=c1oc2ccccc2n1Cc1ccccc1Cl
-5%[57.5 µM]	CC1(C)CN=C(N(C(=O)Nc2ccccc2)c2ccccc2F)S1
-14%	O=C(CSc1nnnn1C1CCCCC1)N1CCOCC1
8%	CCN(CC)CCNC(C(=O)Nc1ccc([N+](=O)[O-])cc1Br)c1ccccc1 (stereo not drawn)
4%	COc1ccc(OCC(O)CN2CCN(Cc3ccc4c(c3)OCO4)CC2)cc1 (stereo not drawn)
3%	CC1CCN(C(=S)c2ccc([N+](=O)[O-])cc2)CC1
10%	CS(=O)(=O)c1ccc(-c2cn3cc(C(=O)O)ccc3n2)cc1
-1%	CC(C)OC(=O)C1CC(C)(O)C(=O)C(C(=O)OC(C)C)C1c1ccc([N+](=O)[O-])cc1 (stereo not drawn)
0%[57.5 µM]	Cc1nc(S/C(=C/c2ccc(-c3ccc(C(=O)O)cc3)o2)C(=O)O)n[nH]1
7%[57.5 µM]	COC(=O)CCSCC(=O)Nc1ccc(S(=O)(=O)N2CCOCC2)cc1OC
5%	O=C(NCc1ccco1)/C(=C\c1cccs1)NC(=O)c1ccsc1
-5%	CSc1cccc(NC(=O)COc2ccccc2C)c1
14%	COc1ccc(/C=C/C(=O)N2CCC(c3ccccc3)C2)cc1 (stereo not drawn)
-1%	COc1cc(C2NC(=S)NC(c3ccccc3)=C2C(C)=O)cc(Br)c1OCC(N)=O (stereo not drawn)
-12%	CCCCNC(C(=O)Nc1cccc(S(=O)(=O)N2CCOCC2)c1)c1ccccc1 (stereo not drawn)
4%	O=C(Cn1nnc(-c2cccs2)n1)NCc1ccco1
11%	Cc1ccc2nc(SCn3nnc4ccccc4c3=O)[nH]c2c1
0%	Cc1ccc(C(=O)Nc2ccc3c(c2)OCO3)cc1NC(=O)c1ccco1
-2%	COc1ccc(NC(=O)Cn2c(NCC(C)O)nc3ccccc32)cc1Cl (stereo not drawn)
7%[57.5 µM]	O=C(NCc1nc2ccccc2[nH]1)C1=C[C@@H](c2ccccc2)C[C@@H](OCCCCO)O1
2%	COc1ccc(CNC(=S)Nc2ccc3nc(N4CCN(C)CC4)cc(C)c3c2)cc1

Shown with tabs: entries from further up
Structure	ERK EGF inh
Cc1ccc(C(=O)Nc2ccc3c(c2)OCO3)cc1NC(=O)c1ccco1	0%
CSc1cccc(NC(=O)COc2ccccc2C)c1	-5%
COc1cc(C2NC(=S)NC(c3ccccc3)=C2C(C)=O)cc(Br)c1OCC(N)=O (stereo not drawn)	-1%

(next part)
ERK EGF inh	molecule
-4%[57.5 µM]	O=C(NNC(=O)c1ccc[nH]1)Nc1cccc(C(F)(F)F)c1
0%[57.5 µM]	O=C1/C(=C\c2ccsc2)N2CCC1CC2
-4%[57.5 µM]	O=C(CCc1nnc(-c2ccccc2)o1)c1ccc(Cl)cc1
-3%	CC(C)(C)OC(=O)N1CC(O)CC1C(=O)OCC(=O)c1ccccc1 (stereo not drawn)
10%[57.5 µM]	CN(C)S(=O)(=O)c1cccc(COC(=O)c2ccc(Cl)cc2O)c1
6%	CCOC(=O)CSc1nc2sc(C)c(C)c2c(=O)n1N
-7%[57.5 µM]	C=CCc1cc(Cl)ccc1OCCNCCOC
2%[57.5 µM]	CC(=O)Nc1nccc(-c2cc(-c3ccccc3)no2)n1
-1%	CCN1C(=O)/C(=C\c2ccc(F)cc2)N=C1SCC(=O)NCc1ccco1
-11%[57.5 µM]	COc1ccc(CC(=O)N2CC3(C)CC2CC(C)(C)C3)cc1OC (stereo not drawn)
-10%	CCN(C(=O)c1ccc2c(Cl)c3c(nc2c1)CCC3)c1cccc(C)c1
0%	CCCCC/C(=N\NC(=O)CCC(=O)NCc1ccccc1)c1ccccc1
7%	O=C(O)CCCNC(=O)/C(=C\c1ccc(Cl)cc1)NC(=O)c1ccc(Br)cc1
2%	CCOc1ccc(N2C(=O)CC(Sc3ccccc3C(=O)O)C2=O)c([N+](=O)[O-])c1 (stereo not drawn)
-14%	CS(=O)(=O)N1N=C(c2ccco2)CC1c1ccc(Cl)cc1Cl (stereo not drawn)
-5%&-6%	COC(=O)C1=C(C)N(Cc2ccco2)C(=O)N[C@H]1c1ccccc1
3%	Cc1ccc(CNC(=O)C(=O)NCC(c2ccco2)N2CCOCC2)cc1 (stereo not drawn)
5%	COc1cc2c(cc1NC(=S)NC(=O)c1c(OC)cccc1OC)oc1ccccc12
10%	C[n+]1ccccc1N1CCN(c2ccccc2Cl)CC1
-12%	O=C(NNC(=O)c1sccc1-n1cccc1)c1ccc(F)cc1
?	O=C(C1=C(O)/C(=C/c2ccc(O)cc2)CCC1)C(F)(F)F
-5%	CC(C)Sc1nc2c([nH]1)c(=N)ncn2Cc1ccccc1
-12%[57.5 µM]	Cc1onc(C(=O)NN)c1-c1csc(COc2ccc(Cl)cc2)n1
8%	CCc1cc2ccc(C)cc2nc1SCC(=O)NNC(=O)c1ccco1
-2%	CS(=O)(=O)N1CCC2(CC1)CN(c1ccncc1)C2
?	COc1ccc(-c2nc(CN(CC3CCC(=O)N3)C(C)C)c(C)o2)c(C)c1C (stereo not drawn)
1%	Cc1cccc(OCC(=O)Nc2ccccc2-c2ccccc2)c1
4%	O=C1NN=C(c2ccccc2)CC1c1c[nH]c2ccccc12 (stereo not drawn)
-6%	Cc1nc(SCCOc2ccccc2F)[nH]c(=O)c1Cc1ccccc1
-6%	c1ccc2sc(NN=C3CCCCCC3)nc2c1
-15%[57.5 µM]	Cc1ccccc1NNC(=O)C(=O)NNc1ccccc1C
?	N#C/C(=C\c1ccc(Sc2ccccc2)o1)c1nc2ccccc2[nH]1
3%	O=C(CN1CCN(S(=O)(=O)c2ccccc2)CC1)Nc1ccccc1C(=O)c1ccccc1
30%	Cc1ccc(N2C(=O)c3cccc4cccc(c34)C2=O)cc1
-3%	Cn1nc(C(=O)N2CCc3ccccc32)c2ccccc2c1=O
-2%[57.5 µM]	CN(CC(O)COc1ccc(S(=O)(=O)N2CCOCC2)cc1Cl)C1CCCCC1 (stereo not drawn)
1%	CC(CCc1ccccc1)NC(=O)C(=O)N1CCOCC1 (stereo not drawn)
?	Cc1cc(N2CCN(C)CC2)nc2ccc(NC(=S)NCCCN3CCc4ccccc4C3)cc12
-1%	C=CCNc1nc(N2CCOCC2)nc(N2CCOCC2)n1
0%	COc1cccc(C(=O)Nc2cc(-c3cn4cccnc4n3)ccc2C)c1
3%	Cc1noc(C)c1CSc1nc2[nH]ncc2c(=O)n1-c1ccccc1
-10%[57.5 µM]	CN(CC(O)COCc1ccccc1F)C1CCCCC1 (stereo not drawn)
7%	CCNC(=O)c1ccccc1CCc1ccccc1
1%	CCC1=NN2C(=N)/C(=C\c3cccn3-c3c(C)cccc3C)C(=O)N=C2S1
-5%	O=C(NCCN1CCOCC1)c1ccc2c(c1)N(Cc1ccccc1F)C(=O)c1ccccc1S2
9%	COc1ccc(/C(O)=C2/C(=O)C(=O)N(CC3CCCO3)C2c2cccc(OC)c2)cc1 (stereo not drawn)
?	O=C(Nc1nc2c(cc3c4c(cccc42)CC3)s1)c1ccccc1Cl
0%	N[C@@H](C(=O)O)c1ccc(O)c(C(=O)O)c1
11%[57.5 µM]	COc1cc(CCC(=O)O)on1
2%	Cc1ccc(/C=C2\C(=O)ON=C2c2ccccc2)o1

Other compounds:
ERK EGF inh	molecule
9%	COc1ccc(C(=O)N2CCC3(CCCN(Cc4nccs4)C3)CC2)cc1
1%	O=C(Cc1ccc(Br)cc1)Nc1ccccc1Cl
0%	O=C1C(=O)N(CC(=O)N2CCCC2)c2ccccc21
2%	O=C(c1ccco1)N1CCC2(CC1)CN(c1ccc(-c3ccccc3)cc1)C2
4%	Cc1cc(C)n2nc(C(=O)N3CCN(c4ccc([N+](=O)[O-])cc4)CC3)nc2n1
-7%	Cc1oc2c(C)c(O)ccc2c(=O)c1N1C(=O)c2ccccc2C1=O
-1%	COc1cccc(C2N(c3ccc(Cl)cc3)C(=O)C3CCCN32)c1 (stereo not drawn)
-2%	COc1ccc(CCC(=O)N/N=C\c2cccs2)cc1
2%	COc1ccc(S(=O)(=O)NC(C)C)cc1-n1cnnn1
3%	NCC1O[C@@H](O[C@@H]2C(O)[C@H](O[C@H]3OC(CO)C(O)C(N)C3O)[C@@H](N)C[C@H]2N)C(N)C(O)C1O (stereo partly drawn)

Among those listed so far, 4 contain two or more sulfur atoms.
ERK EGF inh	molecule
1%	Cc1cc(C)c2nc(NC(=O)[C@@H](NC(=O)c3cccc(S(=O)(=O)N4CCOCC4)c3)C(C)C)sc2c1
7%[57.5 µM]	COC(=O)CCSCC(=O)Nc1ccc(S(=O)(=O)N2CCOCC2)cc1OC
5%	O=C(NCc1ccco1)/C(=C\c1cccs1)NC(=O)c1ccsc1
6%	CCOC(=O)CSc1nc2sc(C)c(C)c2c(=O)n1N

(continued)
ERK EGF inh	molecule
-2%	O=C(CCN1CCCCC1)NNC(=O)C12CC3CC(CC(C3)C1)C2
13%	CCC(C)NCCOCCOc1ccc(Cl)c(C)c1C (stereo not drawn)
-7%	CC(C)=CCN1CCN(CCCn2cccn2)CC1CCO (stereo not drawn)
-16%	COc1ccc(N2C(=O)CSC2c2cccs2)cc1 (stereo not drawn)
15%	CC(C)[C@H](NC(=O)c1ccccc1)C(=O)OCC(=O)N1CC2(C)CC1CC(C)(C)C2 (stereo partly drawn)
0%	CC(C)(C)c1ccc(C(=O)c2c[nH]c(C(=O)O)c2)cc1
-13%	COc1ccc2[nH]c(=O)cc(C(=O)O)c2c1
-8%	COCC(C)n1c(C)cc(C(=O)COC(=O)c2ccc3c(c2)NC(=O)CS3)c1C (stereo not drawn)
2%[57.5 µM]	Cc1ccc(NC(=O)c2cc(=O)c3ccccc3o2)cc1S(=O)(=O)N1CCOCC1
-1%[57.5 µM]	CCn1c(CN2C(=O)CSc3ccccc32)n[nH]c1=S
3%	O=C(Cc1ccccc1)NNS(=O)(=O)c1ccc(F)cc1
-2%	CC/C(O)=C1\C(=O)CCCC1=NCCc1nc2ccccc2[nH]1
9%	CCOc1ccc(NC(=O)CSc2nc(N)c(-c3ccccc3)c(=O)[nH]2)cc1
9%	O=C(NC1CCCCC1)C(c1ccc(F)cc1)N(Cc1ccccc1)C(=O)CN1C(=O)c2ccccc2S1(=O)=O (stereo not drawn)
0%	CCc1cccc(NS(=O)(=O)c2ccc3c(c2)CCC(=O)N3)c1
?	COc1ccc(/C=C/c2c([N+](=O)[O-])c(=O)n(C)c(=O)n2C)cc1
-17%	Cc1ccccc1-c1nnc(SCCC(=O)N2CCOCC2)o1
-5%	O=C(CSc1nnc(-c2cccnc2)n1-c1ccccc1)Nc1ccccc1
1%	CN(Cc1cn[nH]c1-c1ccc2c(c1)OCO2)C1CCOCC1
